# Bioassay records from PubChem BioAssay.
# Apoferritin bind = binds horse apoferritin like a general anesthetic; P02791; apoferritin/1-aminoanthracene competitive binding, fluorescence; Potency, µM (series often up to 77.5 µM), without a hit: at the highest dose activity change, negative = displacement, actives largely listed as inhibitors; hit rate 0.074% among 350,000; further: potency means the concentration at half of the fitted maximal effect; on the % scale 0 is the no-effect control and ±100 the full control effect; nearly all actives have a fitted effect of over 20% in size
# Target sequence (P02791 2-175 limits assumed): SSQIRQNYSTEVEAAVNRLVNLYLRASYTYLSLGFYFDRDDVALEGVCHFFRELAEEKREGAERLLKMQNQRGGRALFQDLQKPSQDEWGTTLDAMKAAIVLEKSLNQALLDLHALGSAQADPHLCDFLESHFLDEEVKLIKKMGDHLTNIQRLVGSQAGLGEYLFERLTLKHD
#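 In PBS, apoferritin at 10 uM is loaded with 1-AMA from a 50% saturated solution. After 10 min of compound exposure at ambient temperature, reduced 535 nm fluorescence indicates probe displacement.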
# ERG Ets-DNA blk = inhibitors of human ERG Ets domain-DNA interaction | hit rate 0.028% among 370,000 | Potency, µM (highest dose often 76.9 µM), for inactives: at the top dose FP activity, negative = inhibition, usual class: inhibitors | fluorescence polarization, His-ERG Ets domain / labelled DNA | AID 624246 | P11308; active means well fitted inhibition curve with a large enough effect in the polarisation, with a control signal flat; inconclusive means small, poorly fitted or top-dose-only effect, or effect the other way, or a change in a side signal; inactive means no such curve, though single readings can be large or run the other way; the % refers to the polarisation;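 further: polarization taken with two DNA probes labelled with fluorescein and Texas red; potency means the concentration at half of the fitted maximal effect; % of control where 0% means no effect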
# Target sequence (P11308 whole entry, looked up, the tested form may be a part): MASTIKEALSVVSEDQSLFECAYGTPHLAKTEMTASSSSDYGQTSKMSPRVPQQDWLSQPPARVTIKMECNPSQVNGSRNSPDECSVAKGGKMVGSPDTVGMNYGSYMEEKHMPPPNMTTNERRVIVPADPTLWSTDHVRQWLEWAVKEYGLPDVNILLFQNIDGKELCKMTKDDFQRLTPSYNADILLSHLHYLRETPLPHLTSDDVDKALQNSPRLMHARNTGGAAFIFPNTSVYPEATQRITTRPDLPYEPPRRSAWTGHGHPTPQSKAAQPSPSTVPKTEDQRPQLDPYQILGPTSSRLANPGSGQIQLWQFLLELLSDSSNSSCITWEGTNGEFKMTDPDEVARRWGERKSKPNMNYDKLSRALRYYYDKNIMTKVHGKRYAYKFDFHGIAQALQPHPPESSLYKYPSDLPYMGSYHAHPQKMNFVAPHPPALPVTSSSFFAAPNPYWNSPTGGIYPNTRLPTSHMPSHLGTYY
#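 His-tagged ERG Ets domain (1 uM in the protein solution; 300mM KCl, 50mM Tris-HCl, 1mM EDTA, 1mM DTT, pH 7.5) received compound, then a probe mix of 5 nM fluorescein-DNA and 100nM Texas-615-DNA. Fluorescence polarization was read for both dyes.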
# Pol beta inh = blocks human DNA polymerase beta activity; P06746; Pol beta primer extension/strand displacement, fluorescence kinetic; Potency, µM (titrated, usually from 114 µM), without a hit: at the highest dose activity change, negative = inhibition, usual class: inhibitors; hit rate 1.3% among 340,000; AID 485314; further: potency means the concentration at half of the fitted maximal effect; on the % scale 0 is the no-effect control and ±100 the full control effect
#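 Curves were derived by four-parameter Hill fits of normalized qHTS data. The kinetic fluorescent primer-extension read was taken at 0 and 10 min after 50 nM substrate, following a 15 min room-temperature preincubation of 10 nM enzyme with compounds.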
# APEX1 inh = inhibitors of human APE1 endonuclease. P27695. recombinant APE1, TAMRA/BHQ-2 abasic DNA cleavage fluorescence. Potency, µM (doses to about 65.8 µM), for inactives: at the highest dose activity change, negative = inhibition, usual class: inhibitors. hit rate 0.35% among 350,000. AID 2517;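 further: potency means the concentration at half of the fitted maximal effect; plate controls were vehicle for no effect and reference inhibitor for full effect; nearly all actives have a fitted effect of over 55% in size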
# Target sequence (P27695 whole entry, looked up): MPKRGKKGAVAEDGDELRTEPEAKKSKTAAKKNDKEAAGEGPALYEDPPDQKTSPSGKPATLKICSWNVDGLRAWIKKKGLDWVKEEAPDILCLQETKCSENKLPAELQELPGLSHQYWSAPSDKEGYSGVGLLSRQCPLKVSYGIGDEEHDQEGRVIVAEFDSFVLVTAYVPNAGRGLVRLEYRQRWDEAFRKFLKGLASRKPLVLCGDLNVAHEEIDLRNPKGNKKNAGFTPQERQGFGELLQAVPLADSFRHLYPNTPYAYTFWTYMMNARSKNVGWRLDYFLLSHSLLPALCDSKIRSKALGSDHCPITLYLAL
#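 Enzyme (0.75 nM final) and test compound are incubated 15 min at room temperature before adding 50 nM quenched THF abasic-site duplex. Cleavage dequenches TAMRA, followed at 525/598 nm over three reads one minute apart.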
# POLK inh = inhibitors of human DNA polymerase kappa | AID 588579 | Potency, µM (doses to about 107 µM), inactives show at the top dose activity, negative = inhibition, hits mostly inhibitors | hit rate 0.53% among 400,000 | purified Pol kappa, fluorescent DNA synthesis assay, 10 min | Q9UBT6; further: potency means the concentration at half of the fitted maximal effect; on the % scale 0 is the no-effect control and ±100 the full control effect
#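 Readout: fluorescence, taken kinetically at 0 and 10 min. Conditions: 10 nM Pol kappa, 15 min RT compound preincubation, 50 nM substrate final. Controls: enzyme-free buffer wells.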
# POLH inh = inhibitors of human DNA polymerase eta | recombinant Pol eta, fluorescent DNA replication assay | hit rate 1.2% among 390,000 | Q9Y253 | Potency, µM (titrated, usually from 114 µM), without a hit: at the top dose activity change, negative = inhibition, actives largely listed as inhibitors; further: potency means the concentration at half of the fitted maximal effect; on the % scale 0 is the no-effect control and ±100 the full control effect
#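 Fluorescent replication assay: 50 nM final substrate added after a 15 min room-temperature compound preincubation with 10 nM enzyme. Signal taken at 0 min and again at 10 min.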
# RGS4 inh = blocks human RGS4-accelerated GTP hydrolysis; P49798; Transcreener GDP fluorescence polarization, RGS4-accelerated GTP hydrolysis; Potency, µM (series often up to 114 µM), for the others: at the top dose activity change, negative = inhibition, most hits filed as inhibitors; hit rate 0.039% among 390,000; AID 504845; further: potency means the concentration at half of the fitted maximal effect; on the % scale 0 is the no-effect control and ±100 the full control effect; nearly all actives have a fitted effect of over 75% in size; some results filed as inactive show a strong effect at the top dose
#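 MLSMR compounds (23 nl, pin-transferred) preincubated 10 min at room temperature with a 500nM (2x) first reagent, then RGS4 at 900nM (2x) plus Transcreener GDP mix added; fluorescence polarization (620/688 nm) read before and after 90 min at 30 °C.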
# LDHA block = inhibitors of human lactate dehydrogenase A; P00338; activity change, % (values are at about 110 or 230 µM); purified LDHA, NADH/diaphorase-resazurin fluorescence; stronger effect = lower value; AID 1347041; hit rate 0.15% among 480,000; in the data active means activity change below about -30%; inconclusive means mostly about -25% to -30%;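 further: plate controls were DMSO wells for no effect and wells without enzyme for full effect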
#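 Human LDH5 (2 nM) was incubated with 0.06 mM NADH and 0.2 mM pyruvate for 5 min at room temperature in Tris pH 7.4. Remaining NADH was coupled through diaphorase/resazurin, and resorufin fluorescence was read at 0 and 20 min.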
# ALOX12 inh = blocks human arachidonate 12S-lipoxygenase. P18054. purified 12hLO, xylenol orange hydroperoxide absorbance. Potency, µM (doses to about 108 µM), for the others: at the top dose activity change, negative = inhibition, hits mostly inhibitors. hit rate 1.1% among 580,000. AID 1671190; further: potency means the concentration at half of the fitted maximal effect; on the % scale 0 is the no-effect control and ±100 the full control effect
#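 Purified human 12hLO (150 nM final) in 25 mM Hepes, 0.01% Triton X-100, pH 7.0 was preincubated 15 min at room temperature with compound. Then 40 uM arachidonic acid was added, 30 min. Hydroperoxide was read by Fe-XO absorbance ratio 573/405 nm.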
# * hit, by the source's call; ? = inconclusive; . = no result given; & = joins results of further samples; [ ] = another dose, or the depositor's remark. Unless noted, the call rests on the fitted dose curve; in most records, active means well fitted curve in the direction sought with a large enough effect; inconclusive means small, poorly fitted or top-dose-only effect, or another doubt; inactive means no such curve, though single readings can be large; an effect the other way counts as inactive or inconclusive. These rows are one share of the data; the hit share may differ from the screen's.
No.	Compound	Apoferritin bind	ERG Ets-DNA blk	Pol beta inh	APEX1 inh	POLK inh
1	Cc1cnc(C(=O)OCC(=O)Nc2ccccc2-c2ccccc2)cn1	.	6%	.	5%	2%
2	O=[N+]([O-])c1ccccc1N=Nc1ccc(O)cc1	.	17%	.	.	-6%
3	CCc1nnc(NC(=O)CCNC(=O)c2ccccc2Cl)s1	0%	2%	46%	-3%	-15%
4	COc1ccc(CNCC(O)(c2ccccc2)c2ccc(F)cc2)cc1OC (centres undefined)	-13%	3%	4%	15%	-10%
5	CC1(c2ccc([N+](=O)[O-])cc2)NC(=O)N(CC(=O)c2ccc3c(c2)OCO3)C1=O (centres undefined)	.	8%	.	1%	-12%
6	Cc1ccc(NC(=O)c2cccc3ccccc23)cc1	4%	12%	45%	23%	-5%
7	Cc1cc(N2C(=O)C(O)=C(C(=O)c3ccco3)C2c2cccc(O)c2)no1 (centres undefined)	-11%	-12%	-1%	-3%	-17%
8	COCCCNC(=S)NNC(=O)c1cc(-c2ccncc2)nc2ccccc12	-7%	-15%	33%	-3%	-15%

No.	POLH inh	RGS4 inh	LDHA block	ALOX12 inh
1	2%	13%	0	176%[activator]
2	-22%	-17%	-12	?
3	-13%	12%	-6	2%
4	-10%	25%[56.9 µM]	-7	0%
5	-22%	-3%	-4	?
6	-18%	8%	-3	-10%
7	-12%	13%[56.9 µM]	-11	?
8	-24%	-18%	-4	-2%

# Next section:
No.	Compound	Apoferritin bind	ERG Ets-DNA blk	Pol beta inh	APEX1 inh	POLK inh
9	O=C(OCCN=C1NS(=O)(=O)c2ccccc21)c1ccncc1	-7%	-2%	0%	0%	-5%
10	Cc1c(NC(=S)NC(=O)c2ccc(COc3ccccc3)cc2)cccc1C(=O)O	-12%	-5%	1%	-29%	5%
11	COc1cc(NC(C)CCCN)c2ncccc2c1 (centres undefined)	-3%	8%	.	37%	-10%
12	Cc1ccccc1C1CC(=O)Oc2cc(O)ccc21 (centres undefined)	-19%[163 µM]	71%[activator]	.	-15%	-3%&-14%
13	CCOc1cc(C)ccc1OCc1nnc(SCC(=O)c2cccc([N+](=O)[O-])c2)n1C	?	.	5%	0%	-4%
14	Cc1ccccc1NC(=O)Nc1nnc(Cc2ccc([N+](=O)[O-])cc2)s1	8%	24%	?	-2%	-11%
15	Cc1ccc(C)c(CNC(=O)c2cc3ccccn3n2)c1	6%	-10%	-6%	.	9%
16	Cc1cc(=O)[nH]c(SCC(=O)NCCOc2ccccc2)n1	-13%	.	-1%	5%	-6%[60.1 µM]

No.	POLH inh	RGS4 inh	LDHA block	ALOX12 inh
9	-1%	3%	2	16%
10	-9%	?	-2	?
11	2%	-6%	2	2%
12	22%	-9%	2	.
13	-10%	-19%	9	-4%
14	-4%	-45%	1	-19%
15	-8%	-21%	0	-7%
16	5%	8%	-3	-23%

# The listing continues:
No.	Compound	Apoferritin bind	ERG Ets-DNA blk	Pol beta inh	APEX1 inh	POLK inh
17	COC(=O)Cc1cccc2c(=O)c3ccccc3oc12	2%	149%[activator]	-30%	-4%	-10%
18	CCCCc1ccc(NC(=O)CSc2nnc(CNC(=O)c3ccco3)o2)cc1	-20%	3%	17%	10%	-6%
19	COc1ccc(S(=O)(=O)N2CCC(C(=O)NCCCn3ccnc3)CC2)cc1C	-10%	5%	28%	20%	-19%
20	CCOC(=O)C1=C(C)n2c(s/c(=C/c3cccc([N+](=O)[O-])c3)c2=O)=NC1c1ccc(O)c(OC)c1 (centres undefined)	-23%	?	-2%	-1%	-11%
21	O=C(CSc1nnc(Cn2nnc3ccccc32)o1)N(Cc1ccc(Cl)cc1)c1ccccc1	0%	5%	0%	8%	7%
22	O=C(O)c1sccc1OCc1ccccc1	-3%	-6%	5%	6%	-5%
23	COc1ccc(S(=O)(=O)N(C)CC(=O)N2CCCCC2)cc1Cl	-7%	-3%	15%	-3%	6%
24	COc1ccc(C(=O)C(C)OC(=O)c2sc(C)nc2C)cc1 (centres undefined)	.	8%	.	-7%	-11%

No.	POLH inh	RGS4 inh	LDHA block	ALOX12 inh
17	-22%	-9%	-7	-18%
18	-19%	12%	-2	8%
19	-3%	-2%	2	1%
20	-8%	21%	-8	1%
21	2%	7%[11.4 µM]	-1	-5%
22	-9%	-7%	-1	-7%
23	-7%	-16%	-2	220%[activator]
24	-29%	14%	-6	23%

# (cont.)
No.	Compound	Apoferritin bind	ERG Ets-DNA blk	Pol beta inh	APEX1 inh	POLK inh
25	COc1cccc(-n2nc(C#N)c(Cl)cc2=O)c1	-10%	13%	3%	-4%	1%
26	CCC(C)NC(=O)c1c(C)oc2ncn(CC(C)C)c(=O)c12 (centres undefined)	-8%	-1%	23%	.	1%
27	Cc1ccc(-n2nnnc2SC(C)C(=O)Nc2ccccc2-c2ccccc2)cc1 (centres undefined)	6%	-3%	5%	5%	-8%
28	CNC(=O)c1ccccc1NC(=O)c1ccco1	-3%	-15%	27%	-10%	7%
29	COc1ccccc1NC(=O)C(Cc1ccccc1)NS(=O)(=O)c1ccc2c(c1)c(=O)n(C)c(=O)n2C (centres undefined)	-16%	0%	4%	.	-9%
30	COc1cccc(-c2cn3c(n2)sc2cc(C(=O)NCc4cccs4)ccc23)c1	-3%	0%	-2%	.	-6%
31	CN1CCN(c2nnc(-c3ccc(F)cc3)c3ccccc23)CC1	-15%	-2%	2%	26%	3%
32	CCCSc1nsc(NC(=O)CC)n1	-6%	-23%	-18%	3%	-4%

No.	POLH inh	RGS4 inh	LDHA block	ALOX12 inh
25	?	?	2	-12%
26	-11%	-12%	-3	-9%
27	-10%	6%	-9	4%
28	2%	7%	1	0%
29	-2%	3%	-1	-23%
30	-11%	-11%	3	?
31	-15%	13%	-4	18%
32	-5%	-3%	-8	?

# (further entries)
No.	Compound	Apoferritin bind	ERG Ets-DNA blk	Pol beta inh	APEX1 inh	POLK inh
33	N#CCN1CCN(CC(=O)c2ccc(Br)cc2)CC1	-6%	6%	8%	-4%	7%
34	CS(=O)(=O)c1ccc2nc(NC(=O)c3ccco3)sc2c1	-2%	2%	14%	-7%	-1%
35	Cc1ccc(/C=C/C(=O)O)cc1S(=O)(=O)N1CCc2ccccc2C1	-10%	13%	6%	0%	-4%
36	CCNC(=O)C/C(C)=N/NC(=O)C(=O)Nc1ccc(CC)cc1	-9%	8%	-1%	6%	-6%
37	CCOC(=O)c1sc(NC(=O)C(CC)Sc2nccn2C)nc1C (centres undefined)	-8%	.	0%	2%	-11%
38	CCCc1nc(SCC(=O)N2c3ccccc3CC2C)c2c(C)c(C)sc2n1 (centres undefined)	-8%	.	4%	-12%	-5%
39	O=C(NCCC1=CCCCC1)c1ccc2c(=O)n3c(nc2c1)CCCCC3	-19%	1%	0%	0%	9%
40	O=C(NCC1CCCO1)c1cnn2c(C(F)F)cc(C3CC3)nc12 (centres undefined)	-11%	18%	-6%	49%[activator]	9%

No.	POLH inh	RGS4 inh	LDHA block	ALOX12 inh
33	-12%	-8%	-15	100%[activator]
34	-2%	-14%	-17	-20%
35	-7%	9%	-8	?
36	-9%	13%	-5	31%[activator]
37	-3%	43%	-1	-6%
38	-9%	0%	-10	5%
39	-8%	-7%	-1	21%[57.4 µM]
40	-12%	-4%	0	-2%

# Other records:
No.	Compound	Apoferritin bind	ERG Ets-DNA blk	Pol beta inh	APEX1 inh	POLK inh
41	O=C(c1ccco1)N1CCN(CCOc2ccc(F)cc2)CC1	6%	0%	4%	-7%	14%
42	Cc1ccc(NC(=O)c2cccc(S(=O)(=O)N3CCN(C)CC3)c2)cc1F	-2%	5%	60%	-5%	-2%
43	CCOC(=O)C1CCN(S(=O)(=O)c2ccc(CC)cc2)CC1	-4%	-16%	13%	6%	-7%
44	CCOc1ccccc1NC(=O)CN1C(=O)COc2ccc(S(=O)(=O)N3CCCCCC3)cc21	-9%	3%	39%	.	-3%
45	CCOC(=O)c1[nH]c2ccccc2c1NC(=O)NC(C)C	11%	-13%	33%	19%	-8%
46	O=C(CSc1nc2[nH]ncc2c(=O)[nH]1)c1ccccc1	-15%	3%	3%	-4%	-23%

No.	POLH inh	RGS4 inh	LDHA block	ALOX12 inh
41	-14%	14%	-2	.
42	5%	28%	-3	-5%
43	-15%	?	-2	8%
44	-13%	-3%	-16	-11%
45	-8%	9%	-10	0%
46	3%	14%	-2	2%

# Part of the list above in order of count of non-hydrogen atoms, lowest first.
No.	Compound	Apoferritin bind	ERG Ets-DNA blk	Pol beta inh	APEX1 inh	POLK inh
45	CCOC(=O)c1[nH]c2ccccc2c1NC(=O)NC(C)C	11%	-13%	33%	19%	-8%
41	O=C(c1ccco1)N1CCN(CCOc2ccc(F)cc2)CC1	6%	0%	4%	-7%	14%
40	O=C(NCC1CCCO1)c1cnn2c(C(F)F)cc(C3CC3)nc12 (centres undefined)	-11%	18%	-6%	49%[activator]	9%
42	Cc1ccc(NC(=O)c2cccc(S(=O)(=O)N3CCN(C)CC3)c2)cc1F	-2%	5%	60%	-5%	-2%

No.	POLH inh	RGS4 inh	LDHA block	ALOX12 inh
45	-8%	9%	-10	0%
41	-14%	14%	-2	.
40	-12%	-4%	0	-2%
42	5%	28%	-3	-5%
